# FLuc counter = qHTS profiling assay for firefly luciferase inhibitor/activator using purifed enzyme and Km concentrations of substrates (counterscreen for miR-21 project); purified FLuc, Km substrates, luminescence inhibition; 6.9% of 360,000 active; Luciferin 4-monooxygenase (Photinus pyralis), P08659; Potency, µM (series often up to 57.5 µM), for inactives: top-dose activity change, negative = inhibition, usual class: inhibitors; AID 588342, 2011;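 also: potency is read from the fitted curve at half-maximal effect; plate controls were vehicle for no effect and reference inhibitor for full effect; nearly all actives have a fitted effect of over 55% in size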
# Target sequence (P08659 whole entry, looked up): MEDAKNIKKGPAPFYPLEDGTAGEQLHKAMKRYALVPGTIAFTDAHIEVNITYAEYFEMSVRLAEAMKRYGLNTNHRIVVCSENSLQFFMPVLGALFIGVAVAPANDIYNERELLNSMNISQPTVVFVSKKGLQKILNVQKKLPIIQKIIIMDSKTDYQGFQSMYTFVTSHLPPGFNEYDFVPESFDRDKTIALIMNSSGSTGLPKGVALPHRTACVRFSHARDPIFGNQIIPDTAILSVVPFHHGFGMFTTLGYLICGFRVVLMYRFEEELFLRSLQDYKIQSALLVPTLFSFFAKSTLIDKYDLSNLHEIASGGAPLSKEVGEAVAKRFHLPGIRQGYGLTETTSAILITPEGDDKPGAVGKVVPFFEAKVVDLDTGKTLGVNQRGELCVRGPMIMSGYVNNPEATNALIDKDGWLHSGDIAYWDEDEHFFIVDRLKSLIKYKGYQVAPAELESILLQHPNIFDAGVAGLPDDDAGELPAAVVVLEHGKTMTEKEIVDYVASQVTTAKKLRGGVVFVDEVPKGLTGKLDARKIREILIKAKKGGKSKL
#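 Biochemical qHTS of compounds, final roughly 60 µM downward over six points, against 10 nM purified firefly luciferase using Km concentrations of substrates (10 uM D-luciferin, 10 uM ATP) in Tris acetate pH 7.5 buffer; luminescence output.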
# p53 reactivation = qHTS assay for re-activators of p53 using a Luc reporter; H1299 p53-A138V BP100-luciferase reporter, luminescence, 24 h; Potency, µM (top dose mostly 92.2 µM), without a hit: at the top dose activity change, positive = activation, usual class: activators; 0.063% of 320,000 active; also: potency is read from the fitted curve at half-maximal effect; % of control where 0% means no effect; nearly all actives have a fitted effect of over 45% in size
#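 H1299 (p53-null), stable ts p53-A138V + BP100-Luc; 1000 cells/well, Opti-MEM/10% FBS; cpd 4 pt, 1:5; 24 h, 37 deg C, 5% CO2; detection reagent 10 min RT; luminescence.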
# BRCA1 expr act = qHTS Assay to Identify Small Molecule Activators of BRCA1 Expression | MCF7-BRCA1-FFLuc reporter, luminescence, 48 h; response scale: scaled: vehicle 0%, 10 µM genistein 100% | Potency, µM (doses to about 46.1 µM), without a hit: at the highest dose activation, most hits filed as activators | 1.1% of 380,000 active; also: potency is read from the fitted curve at half-maximal effect; nearly all actives have a fitted effect of over 80% in size; some results filed as inactive show a strong effect at the top dose
#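 MCF7-BRCA1-FFLuc cells, 2000/well in phenol-red-free MEM, attached 2 h then treated 48 h at 37 C. Luciferase luminescence read 15 min after reagent; normalized to genistein maximum activation (10microM) and DMSO, concentration-response fitted.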
# ELG1 genotox = qHTS screen for small molecules that induce genotoxicity in human embryonic kidney (HEK293T) cells expressing luciferase-tagged ELG1; HEK293T ELG1-luciferase reporter, luminescence, 16 h; AID 504466, 2011; Potency, µM (doses to about 46 µM), inactives show top-dose activity change, positive = activation, usual class: activators; 1.3% of 330,000 active; also: potency is read from the fitted curve at half-maximal effect; % of control where 0% means no effect; nearly all actives have a fitted effect of over 60% in size
#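 Genotoxic stress is detected as increased luminescence from luciferase-tagged ELG1 in HEK293T cells, measured with ONE-Glo after a 16 hr treatment at 37 °C.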
# Menin MLL FP TR = qHTS Assay for Inhibitors Targeting the Menin-MLL Interaction in MLL Related Leukemias: Competition With Texas Red Labeled MLL-derived Mutant Peptide; Menin + Texas Red MLL mutant peptide, fluorescence polarization; Potency, µM (highest dose often 61.6 µM), for the others: at the top dose FP activity change, negative = inhibition, actives largely listed as inhibitors; 0.23% of 270,000 active; O00255; active = well fitted inhibition curve with a large enough effect in the polarisation, with a control signal flat, not every such curve was filed as active; inconclusive = small, poorly fitted or top-dose-only effect, or effect the other way, or a change in a side signal; inactive = no such curve, though single readings can be large or run the other way; the % refers to the polarisation; also: potency is read from the fitted curve at half-maximal effect; % of control where 0% means no effect; many of its hits are not listed in these tables
# NPC1 prom act = qHTS Assay for NPC1 Promoter Activators | AID 485313, 2010 | Potency, µM (top dose mostly 9.22 µM), for the others: at the top dose activation, usual class: activators | 2.4% of 320,000 active | Huh7 NPC1 promoter luciferase reporter, 24 h;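 also: potency is read from the fitted curve at half-maximal effect; % of control where 0% means no effect; nearly all actives have a fitted effect of over 60% in size; reporter is driven by a mutant NPC1 promoter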
#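 NPC1 promoter–luciferase Huh7 cells; 24 h compound; luminescence.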
# PKM2 activator = qHTS Assay for Activators of Human Muscle isoform 2 Pyruvate Kinase; Pyruvate kinase PKM (Homo sapiens), P14618; purified PKM2, Kinase-Glo ATP luminescence, activation; response scale: 0% is enzyme alone, no compound; Potency, µM (doses to about 57.5 µM), inactives show at the top dose activation, usual class: activators; 0.34% of 260,000 active; AID 1631, 2009; also: potency is read from the fitted curve at half-maximal effect; % is scaled to controls: 0 for no effect and ±100 for the full control effect; nearly all actives have a fitted effect of over 55% in size
#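 hPK-M2, >95% pure; 0.1 mM ADP / 0.5 mM PEP final; imidazole pH7.2 buffer w/ 7 mM MgCl2, 50 mM KCl; 1 h RT; Kinase-Glo lum. Intermediate enzyme activity for dual inhibitor/activator qHTS.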
# Giardia killer = Small Molecules that selectively kill Giardia lamblia: qHTS; Giardia lamblia trophozoite viability; activity change, % at 7.66 µM, hits read low; 0.15% of 340,000 active; AID 540267, 2011; in the data active = activity change below about -80%; inconclusive = between about -30% and that limit;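 also: parasites exposed to compound for two days anaerobically before the ATP read; % is scaled to controls: 0 for no effect and ±100 for the full control effect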
#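 Luminescence from cellular ATP indicates surviving trophozoites (100 cells/well) following 48 hrs anaerobic compound treatment at 37 deg C; signal develops 15-30 min at room temperature.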
# Rab9 promoter act = qHTS Assay for Rab9 Promoter Activators; Huh7 Rab9 promoter-luciferase reporter, luminescence, 24 h; Potency, µM (titrated, usually from 9.22 µM), for the others: at the top dose activation, negative = inhibition, most hits filed as activators; 2.8% of 320,000 active; also: potency is read from the fitted curve at half-maximal effect; % of control where 0% means no effect; nearly all actives have a fitted effect of over 60% in size
#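 Huh7 cells stably carrying a Rab9 promoter-luciferase reporter, 1500 cells per well in OP-MEM I with 10% FBS, treated with compound 24 hours at 37C. Luciferase activity read by luminescence after 10 minutes with Amplite reagent.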
# RORgamma inh = qHTS for inhibitors of ROR gamma transcriptional activity. Drosophila S2 Gal4-RORgamma UAS-luciferase reporter, 20 h. Nuclear receptor ROR-gamma (Mus musculus), P51450. Potency, µM (highest dose often 53.6 µM), without a hit: at the highest dose activity change, negative = inhibition, most hits filed as inhibitors. AID 2551, 2010. 5.4% of 310,000 active; also: potency is read from the fitted curve at half-maximal effect; % is scaled to controls: 0 for no effect and ±100 for the full control effect; nearly all actives have a fitted effect of over 60% in size
# Target sequence (P51450 whole entry, looked up, the tested form may be a part): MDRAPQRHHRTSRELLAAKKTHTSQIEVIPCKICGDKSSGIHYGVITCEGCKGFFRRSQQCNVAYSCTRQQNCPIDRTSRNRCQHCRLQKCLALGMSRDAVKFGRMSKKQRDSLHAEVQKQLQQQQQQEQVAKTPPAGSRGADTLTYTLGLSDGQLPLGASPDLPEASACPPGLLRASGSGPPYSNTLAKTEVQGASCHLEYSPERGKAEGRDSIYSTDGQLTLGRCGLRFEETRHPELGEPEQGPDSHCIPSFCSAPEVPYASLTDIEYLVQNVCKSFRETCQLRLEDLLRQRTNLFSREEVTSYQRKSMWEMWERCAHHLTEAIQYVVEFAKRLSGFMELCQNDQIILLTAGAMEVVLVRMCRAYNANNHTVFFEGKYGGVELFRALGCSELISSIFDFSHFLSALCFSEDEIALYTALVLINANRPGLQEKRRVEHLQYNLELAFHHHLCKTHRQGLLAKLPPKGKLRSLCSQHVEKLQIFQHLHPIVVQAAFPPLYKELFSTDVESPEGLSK
#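 Luminescence from a UAS-regulated Photinus luciferase reporter in stably transfected Drosophila Schneider cells is measured; decreased signal marks ROR gamma inhibition. Fusion expression is induced by 700 uM copper sulfate for 20 hr.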
# Gal4-VP16 FLuc = VP16 counterscreen qHTS for inhibitors of ROR gamma transcriptional activity | Drosophila S2 Gal4-VP16 UAS-luciferase, luminescence, 20 h | Potency, µM (top dose mostly 53.6 µM), inactives show at the top dose activity, negative = inhibition, hits mostly inhibitors | 3.5% of 310,000 active | AID 2546, 2010;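 also: Gal4-VP16 expression switched on by copper sulfate through the metallothionein promoter; potency is read from the fitted curve at half-maximal effect; % is scaled to controls: 0 for no effect and ±100 for the full control effect; nearly all actives have a fitted effect of over 50% in size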
# An asterisk follows results filed as active; ? = inconclusive; · = not tested or not shown; [ ] = remark or other dose. Unless noted, calls follow the shape of the dose curve; as a rule, active = well fitted curve in the direction sought with a large enough effect; inconclusive = small, poorly fitted or top-dose-only effect, or another doubt; inactive = no such curve, though single readings can be large; an effect the other way counts as inactive or inconclusive. An excerpt; the hit share may differ from the screen's.
SMILES,FLuc counter,p53 reactivation,BRCA1 expr act,ELG1 genotox,Menin MLL FP TR,NPC1 prom act,PKM2 activator,Giardia killer,Rab9 promoter act,RORgamma inh,Gal4-VP16 FLuc
CC(=O)Nc1ccc(NS(=O)(=O)c2cccc3nonc23)cc1,-2.7%,0.9%,4.1%,-0.5%,11.9%,-6.1%,-0.5%,2.2,-5.3%,-0.2%,4.8%
C=CCNC(=O)c1cc2sccc2n1C,-4.7%,-1.3%,26.9%,2.5%,·,0.7%,-3.8%,7.5,-3.4%,-6.9%,-2.0%
Cc1ccc(N=Cc2ccc(N(C)C)cc2)cc1C,0.953µM*,7.9%,-10.2%,-1.0%,-4.7%,-2.7%,0.1%,-8.1,-2.0%,-0.7%,-0.3%
CC1CCN(CCCNC(=O)c2cn(C)c3ccc(S(=O)(=O)N4CCCC4)cc3c2=O)CC1,0.6%,4.5%,1.6%,7.6%,-10.1%,3.0%,-11.5%,8.9,-0.5%[1.84 µM],15.7%,-0.7%
COc1cc2ncnc(NCc3cc(F)ccc3F)c2cc1OC,2.1%,-4.9%,-23.8%,2.3%,-5.5%,-11.2%,·,23.0,-2.0%[1.84 µM],-1.1%,-3.6%
Nc1nc2c(Cl)cc(Cl)cc2s1,?,-0.5%,37.0%,?,-6.2%,2.3%,-1.1%,-5.0,15.4%,30.9%,10.3%
c1ccc(-c2csc3ncnc(NCCN4CCOCC4)c23)cc1,-0.8%,-12.4%,-60.1%,-23.0%,-4.7%,-5.1%,-0.4%,-8.0,-17.7%,-24.2%,?
CC(=O)Nc1ccc(NC(=O)C2CCN(C(=O)c3ccc([N+](=O)[O-])cc3)CC2)cc1,-3.1%,0.0%,9.9%,4.7%,0.2%,2.6%,-13.2%,0.6,-4.4%,-0.5%,-1.0%
CCCNC(=O)COC(=O)c1ccc(OCC(=O)Nc2ccccc2OC)c(OC)c1,-0.3%,0.0%,-9.4%,1.1%,-2.4%,-0.6%,-4.5%,6.3,0.5%,-4.5%,0.8%
CC(NS(=O)(=O)c1ccc(Cl)c(Cl)c1)C(=O)OCC(=O)N1CCCCCC1 (configuration not stated),3.1%,?,-7.4%,0.1%,·,-1.5%,·,-15.9,1.4%,·,·
COc1ccc(S(=O)(=O)N(C)CC(=O)NCCC2=CCCCC2)cc1,-1.2%,-5.4%,-3.6%,1.7%,-22.4%,3.2%,-2.6%,5.3,-1.7%,-0.8%,1.5%
CC(C)NS(=O)(=O)c1ccc(Oc2ncc(C(F)(F)F)cc2Cl)cc1,3.5%,-0.8%,-44.1%,-4.8%,15.0%,-2.1%,-11.1%,-10.2,0.0%,?,0.7%
Cc1cc(C)n(-c2nc3ccccc3c(=O)n2OCC(=O)OCc2ccccc2)n1,-4.6%,?,-31.5%,?,-9.5%,6.2%,0.0%,-15.8,7.8%,0.562µM*,2.51µM*
Cc1ccc(NC(=O)CSCc2cc(=O)n3ccsc3n2)c(C)c1,2.0%,1.1%,24.8%,-0.1%,·,3.2%,·,-1.8,2.3%,-7.1%,-3.9%
CC1CCc2sc(C(=O)N(C)CC(=O)Nc3ccc(N4CCOCC4)cc3)cc2C1 (configuration not stated),?,-7.7%,-22.5%,-5.8%,-20.9%,-6.5%,1.3%,6.1,0.8%,-0.3%,0.7%
COc1cccc(C(C(=O)NC2CCCC2)N(C(=O)c2ccco2)c2ccc(C(C)=O)cc2)c1OC (configuration not stated),-2.9%,-7.7%,-22.5%,2.9%,-6.7%,0.9%,·,-19.3,-2.2%,-17.3%,-7.4%
Cc1nn(C)cc1C(N)=O,-1.7%,7.6%,-17.0%,0.8%,4.0%,5.6%,8.8%,-10.5,3.8%,-32.6%,-2.0%
COc1cc2c(cc1NC(=O)C(C)OC(=O)c1ccc(S(=O)(=O)Nc3ccccc3Cl)cc1)oc1ccccc12 (configuration not stated),-18.5%,7.8%,-18.5%,-8.5%,-1.4%,17.1%,-7.9%,-8.0,28.0%,-5.4%,2.9%
CC1Cc2cc(S(=O)(=O)CCC(=O)NCc3ccco3)ccc2N1C(=O)C1CC1 (configuration not stated),-1.9%,23.4%,-28.4%,-0.7%,5.9%,-1.9%,-3.3%,-4.9,-0.3%,-17.9%,5.7%
Cc1cccc(Sc2nc(-c3ccccc3)ccc2C#N)c1,3.2%,5.9%,-51.4%,-3.4%,29.2%,-3.8%,2.2%,3.5,-0.6%,20.3%,14.0%
O=C1OC(/C=C/c2ccccc2)=NC/1=C\c1cccnc1,?,3.0%,-13.4%,-0.8%,-14.3%,-1.5%,-1.7%,-5.3,0.9%,10.3%,5.9%
Cc1ccc(C)c2[nH]c(=O)c(CN(Cc3ccco3)C(=O)Nc3ccccc3)cc12,?,-0.9%,-7.9%,-11.7%,1.1%,1.5%,7.94µM*,-2.5,-4.5%,3.3%,3.3%
CCc1ccc(NC(=O)Nn2cnnc2)cc1,-2.5%,7.9%,4.6%,12.1%,·,-8.1%,-1.0%,4.2,0.6%,25.3%,-2.2%
CC1CN(C(=O)CCC(=O)NCCCN2C(C)CCCC2C)c2ccccc2O1 (configuration not stated),-1.3%,·,-15.1%,5.9%,0.5%,-3.2%,0.7%,-14.8,3.9%,-15.4%,-15.7%
O=C(NCCC1=CCCCC1)C1COc2ccccc2O1 (configuration not stated),-10.9%,16.8%,?,?,-6.8%,?,-8.3%,-3.7,2.0%,3.9%,2.3%
SMILES,FLuc counter,p53 reactivation,BRCA1 expr act,ELG1 genotox,Menin MLL FP TR,NPC1 prom act,PKM2 activator,Giardia killer,Rab9 promoter act,RORgamma inh,Gal4-VP16 FLuc
CCOC(=O)N1CCN(C(=O)CN(c2cc(C(F)(F)F)ccc2Cl)S(C)(=O)=O)CC1,-1.0%,9.0%,-0.1%,-0.6%,6.8%,-0.4%,-1.2%,0.9,-4.5%,4.2%,-8.4%
O=C(/C=C/Nc1ccc(Cc2ccc(N/C=C/C(=O)C(F)(F)F)cc2)cc1)C(F)(F)F,-1.3%,-0.1%,18.6%,3.8%,8.7%,3.5%,3.0%,17.2,-2.1%,6.9%,-29.1%
O=C1Nc2ccccc2C(=O)N2[C@H](c3cccc(Br)c3)[C@@H]3C(=O)N(Cc4ccccc4)C(=O)[C@@H]3[C@H]12,-0.6%,·,0.0%,-0.2%,6.0%,-0.5%,-0.3%,3.2,-4.6%,3.9%,-3.6%
CSc1c(-c2ccccn2)c(N)nn1C(=O)C1CC1,19µM*,-1.4%,-11.6%,-0.3%,·,-0.2%,2.0%,-3.3,0.1%,-3.1%,-1.6%
C=CCN1C(=O)C(CC(=O)O)SC1=Nc1ccc(C(=O)O)cc1 (configuration not stated),-3.2%,0.5%,-13.6%,-1.0%,1.4%,5.6%,-0.9%,0.7,-2.6%,-14.8%,-11.0%
O=C1CCC(C(=O)N2CCCC(C(=O)c3ccc4ccccc4c3)C2)=NN1 (configuration not stated),-2.5%,-20.8%,-30.0%,2.3%,·,-3.8%,-2.2%,20.1,4.7%,1.0%,-9.2%
COc1cccc(OCCOc2ccc(/C=C3\C(=N)N4N=C(S(C)(=O)=O)SC4=NC3=O)cc2OC)c1,0.7%,2.4%,40.7%,-0.1%,?,0.1%,·,-11.0,7.1%,0.0%,-7.8%
O=c1[nH]c2ccccc2c(O)c1-c1ccccc1,0.4%,1.0%,-4.8%,-1.8%,·,0.2%,3.9%,11.3,1.7%,-2.6%,2.3%
Cc1cccc(NC(=O)c2cccc(C(=O)Nc3cccc(C)n3)c2)n1,-19.4%,·,-1.6%,1.4%,-5.5%,1.8%,-4.6%,-9.9,0.8%,-6.0%,-20.2%
COCCn1cnc2c1c(=O)n(Cc1ccccc1C#N)c(=O)n2Cc1ccccc1,-1.6%,-5.0%,-6.7%,0.0%,-16.4%,-2.7%,-6.0%,-19.8,-1.9%,0.6%,4.6%
O=C(Nc1ccc(Nc2ccccc2)cc1)c1cc([N+](=O)[O-])ccc1Cl,4.3%,·,-50.2%,-9.2%,?,-8.4%,-0.5%[11.5 µM],-11.4,-8.7%,-13.0%,?
Cc1ccc(-c2nnnn2C2C/C(=N\NC(N)=S)C3OCC2O3)cc1 (configuration not stated),0.0%,12.4%,22.8%,12.5%,-4.6%,1.9%,9.3%,-7.9,-4.9%,10µM*,?

# High-throughput results (PubChem BioAssay)
